CHRM1 antagonist: human M1 muscarinic receptor antagonists, primary screen, CHO-K1 cells, Fluo-8 calcium fluorescence, 1536-well; Muscarinic acetylcholine receptor M1 (Homo sapiens), P11229; CHO-K1 hM1, ACh EC80 antagonist; inhibition, % at 3 µM; 360,000 tested, 1.3% active; AID 588852, 2011;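 active means percent inhibition above its own plate's cutoff, namely the mean of that plate's compound wells plus 3 SD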;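 further: peak over basal fluorescence ratio during 140 s after agonist addition; 0% = ACh EC80 plus DMSO and 100% = DMSO alone without agonist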
Target sequence (P11229 whole entry, looked up): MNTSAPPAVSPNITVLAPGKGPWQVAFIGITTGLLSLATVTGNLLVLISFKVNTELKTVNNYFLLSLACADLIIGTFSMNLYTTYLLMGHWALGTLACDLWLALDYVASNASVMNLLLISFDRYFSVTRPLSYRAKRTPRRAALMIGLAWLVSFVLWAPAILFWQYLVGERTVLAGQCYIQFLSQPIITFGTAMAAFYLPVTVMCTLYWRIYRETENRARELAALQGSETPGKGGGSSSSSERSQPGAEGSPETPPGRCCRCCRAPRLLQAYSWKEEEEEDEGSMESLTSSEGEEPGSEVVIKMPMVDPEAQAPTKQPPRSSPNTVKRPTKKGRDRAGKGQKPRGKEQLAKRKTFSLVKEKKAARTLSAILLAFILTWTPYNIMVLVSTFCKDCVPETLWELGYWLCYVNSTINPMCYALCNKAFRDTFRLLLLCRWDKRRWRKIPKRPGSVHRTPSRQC
CHRM5 antagonist: human M5 muscarinic receptor antagonists, primary screen, CHO cells, Fluo-8 calcium fluorescence. Muscarinic acetylcholine receptor M5 (Homo sapiens), P08912. CHO-hM5 cells, ACh EC80. inhibition, % at 3 µM. 360,000 tested, 0.59% active;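 active means inhibition above a per-plate cutoff, the mean of that plate's test compounds plus 3 SD, cut at about 27% in these data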;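 further: 0% = acetylcholine EC80 with DMSO and 100% = DMSO without agonist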
CHRM4 PAM: human M4 muscarinic receptor positive allosteric modulators, primary screen, CHO-K1 cells, Fluo-8 calcium fluorescence. activation, % at 3 µM. Muscarinic acetylcholine receptor M4 (Homo sapiens), P08173. 360,000 tested, 0.4% active. CHO-K1 hM4/Gqi5, ACh EC20; 0% = ACh EC20, 100% = maximal ACh;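 active means activation above its plate's cutoff, the mean activation of sample wells plus 3 SD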; further: some results filed as inactive read as strong as hits
Target sequence (P08173 whole entry, looked up): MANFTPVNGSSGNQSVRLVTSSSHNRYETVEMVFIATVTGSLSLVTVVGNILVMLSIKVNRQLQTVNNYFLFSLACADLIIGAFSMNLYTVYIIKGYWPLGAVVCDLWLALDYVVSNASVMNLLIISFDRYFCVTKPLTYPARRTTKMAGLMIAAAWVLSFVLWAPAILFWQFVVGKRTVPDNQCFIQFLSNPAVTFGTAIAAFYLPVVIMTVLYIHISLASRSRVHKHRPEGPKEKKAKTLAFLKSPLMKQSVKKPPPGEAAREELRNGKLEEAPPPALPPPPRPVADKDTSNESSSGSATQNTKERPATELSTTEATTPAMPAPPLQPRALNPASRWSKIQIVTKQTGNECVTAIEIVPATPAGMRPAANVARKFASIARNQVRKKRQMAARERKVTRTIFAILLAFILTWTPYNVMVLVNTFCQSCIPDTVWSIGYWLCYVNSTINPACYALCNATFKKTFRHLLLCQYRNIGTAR
CRFBP-R2 agonist: agonists of CRF-BP/CRF-R2 complex, primary screen, cell-based, HEK293, calcium dye fluorescence, uHTS | 350,000 tested, 0.46% active | calcium dye fluorescence (FLIPR); percent of saturating CRF peptide response | activation, % at 13.2 µM;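 active means activation of at least 50%, plus an integration ratio under a set limit after plate pattern correction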;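 further: plate controls were neutral control wells without compound for no effect and CRF at EC100 for full effect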
M1 PAM: human M1 muscarinic receptor positive allosteric modulators, primary screen, CHO-K1 cells, Fluo-8 calcium fluorescence, 1536-well | activation, % at 3 µM | 360,000 tested, 0.088% active | Muscarinic acetylcholine receptor M1 (Homo sapiens), P11229 | CHO-K1 hM1, ACh EC20; 0% = ACh EC20, 100% = maximal ACh; in the data active means activation above about 19%, passing the limit was not always enough
CHRM4 antagonist: human M4 muscarinic receptor antagonists, primary screen, CHO cells, Fluo-8 calcium fluorescence; Muscarinic acetylcholine receptor M4 (Homo sapiens), P08173; CHO-hM4 cells, ACh EC80; inhibition, % at 3 µM; 360,000 tested, 0.73% active; AID 624125, 2012;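 active means inhibition above its plate's cutoff, the mean inhibition of sample wells plus 3 SD, cut at about 27% in these data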;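 further: 0% = acetylcholine EC80 with DMSO and 100% = DMSO without agonist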
M5 ag: human M5 muscarinic receptor agonists, primary screen, CHO-K1 cells, Fluo-8 calcium fluorescence; 360,000 tested, 0.19% active; CHO-K1 hM5 cells; 0% DMSO wells, 100% maximal acetylcholine response; Muscarinic acetylcholine receptor M5 (Homo sapiens), P08912; activation, % at 3 µM;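 active means activation above the run's mean over test compounds plus 3 SD, cut at about 23% in these data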;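 further: signal is peak over basal fluorescence ratio across the kinetic read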
CHRM4 agonist: human M4 muscarinic receptor agonists, primary screen, CHO-K1 cells, Fluo-8 calcium fluorescence. Muscarinic acetylcholine receptor M4 (Homo sapiens), P08173. CHO-K1 hM4/Gqi5; vehicle 0%, full acetylcholine response 100%. activation, % at 3 µM. 360,000 tested, 0.14% active. AID 624127, 2012;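 active means activation above the run mean over all test wells plus 3 SD, cut at about 32% in these data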;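 further: peak over basal fluorescence ratio per well then scaled between controls; 0% = DMSO wells and 100% = acetylcholine at EC100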
M5 PAM: human M5 muscarinic receptor positive allosteric modulators, primary screen, CHO-K1 cells, Fluo-8 calcium fluorescence; 360,000 tested, 0.3% active; CHO-K1 hM5, ACh EC20 PAM; 0% = ACh EC20, 100% = ACh EC100; activation, % at 3 µM; Muscarinic acetylcholine receptor M5 (Homo sapiens), P08912;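 active means activation above the run cutoff, the mean activation of all test compounds plus 3 SD, cut at about 18% in these data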
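Assay system – human M5 receptor in CHO-K1 cells · Read-out – % activation, ACh-normalized · Technique – Fluo-8 calcium fluorescence · Dosing – single-point, 3 µM nominal · Incubation – Fluo-8 loading 80 min at 37 °C plus 30 min room temperature · Repeats – singlicate, one well per test compound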
Active calls of the source: *; . = no result given.

SMILES | CHRM1 antagonist | CHRM5 antagonist | CHRM4 PAM | CRFBP-R2 agonist | M1 PAM | CHRM4 antagonist | M5 ag | CHRM4 agonist | M5 PAM
COCC(C)n1c(SCC(=O)NNC(=O)c2ccc(F)cc2)nc2ccccc2c1=O (stereo not drawn) | -6 | 4 | -2 | -1.0 | 8 | 7 | -2 | 2 | -2
COc1cc(C)nc(NS(=O)(=O)c2ccc(C)cc2)n1 | -20 | -5 | 6 | 0.5 | 8 | -13 | -5 | 1 | 4
CC1(C)Cc2c(cnn2-c2ccccc2)C(=O)/C1=N\NC(=O)c1ccncc1 | -12 | -5 | 18* | 0.1 | 15 | 2 | 3 | 1 | 1
CC1=C(C#N)C(/C=N/OCc2ccc(Cl)cc2)CC(=O)N1 (stereo not drawn) | 2 | -13 | -3 | 2.0 | 0 | 5 | -2 | 3 | 3
COc1cc(OC)nc(Oc2ccc(N)c(C)c2)n1 | -13 | 3 | 3 | -1.1 | 8 | -8 | -1 | 1 | 0
O=S1(=O)N[C@H](Cc2ccccc2)COc2cccc(N3CCN(Cc4ccccc4F)CC3)c21 | . | -10 | 2 | . | . | -13 | 4 | 18 | 0
C#CCNC(=O)C1=C[C@H](C2CC2)C[C@H](OCCCCO)O1 | 2 | 5 | 11 | -0.2 | 4 | 4 | 5 | 1 | 10
COc1cc2ccc(=O)oc2c(CC=C(C)C)c1OC | -1 | 6 | 9 | -0.6 | 2 | -7 | -1 | -1 | 0
Cc1ccc(-c2cc(C(=O)N/N=C/c3ccoc3)c3ccccc3n2)cc1 | -7 | -31 | 5 | 0.3 | 5 | -18 | 3 | 0 | 15
CC12CCC(=O)N1C(C(=O)NNC(=O)COc1ccc(Br)cc1)CS2 (stereo not drawn) | 33* | 2 | -2 | -2.2 | -11 | -2 | 2 | 2 | -4
CCCCc1c(O)nc2sccn2c1=O | 2 | -1 | 0 | 0.4 | 5 | 7 | -1 | -1 | 1
Cc1cc(NCCCn2ccnc2)n2c(nc3ccccc32)c1C#N | 6 | 2 | 0 | -2.8 | 0 | -11 | -3 | 1 | -2
CC(C)(C)OC(=O)[C@H](Cc1ccccc1)NC(=O)c1nc[nH]c1C(=O)NCc1ccccc1 | 9 | 12 | -4 | 1.3 | -5 | -8 | 2 | -1 | -1
O=C(N/C(=C/c1ccc(Br)cc1)C(=O)N1CCCC1)c1cccs1 | -10 | -8 | 2 | -1.0 | 4 | -3 | 3 | 1 | 1
CC(C)(C)C(=O)C[n+]1ccc(C(N)=O)cc1 | -10 | -1 | 6 | -2.2 | 9 | -3 | -2 | -1 | 3
CCOc1ccc(/C=C2\SC(=S)N(N3C(=O)C4CC4C3=O)C2=O)cc1 (stereo not drawn) | -5 | -2 | 9 | 0.2 | -1 | 4 | -2 | 1 | 3
COc1ccc(N2CCN(c3ncnc4c3nnn4Cc3ccccc3Cl)CC2)cc1 | -6 | 11 | -2 | 1.9 | 6 | 0 | 0 | 0 | 10
Cc1ccc(C(=O)N/C(=C\c2ccc(Cl)cc2)C(=O)NCCCN2CCOCC2)cc1 | -1 | -1 | 0 | -1.2 | 8 | -7 | -2 | 1 | -2
Cc1nc(CC(=O)c2ccc(O)c(C)c2O)cs1 | -8 | -1 | 17 | -0.3 | 4 | -7 | -3 | 4 | 5
COc1ccc(OC)c(CNc2ccc3c(c2)nc(C)n3C)c1 | 4 | 7 | -4 | -1.7 | -4 | 0 | -14 | 0 | 2
CCOCCc1nnc(NC(=O)c2cc(OC)c(OC)cc2[N+](=O)[O-])s1 | -2 | 7 | 1 | -3.1 | 6 | 3 | 3 | 1 | 1
CCCN(CCC)CCCNC(=O)c1cn(-c2ccc(OC)cc2)c(=O)c2ccccc12 | 14 | 0 | 1 | 4.4 | -6 | -11 | -7 | 0 | 1
COc1ccccc1C(=O)NCCC(=O)N1CC(=O)Nc2ccccc21 | -3 | -1 | 3 | -0.9 | 4 | -7 | -2 | 3 | -3
COc1ccc(NC(=O)C/C(C)=N/NC(=O)c2cnccn2)cc1 | -4 | 14 | -5 | -1.2 | 2 | 0 | 1 | 1 | -6
CSc1ccccc1NC(=O)c1cnc2sc(C)cn2c1=O | -13 | 4 | 3 | 0.3 | 13 | 10 | 4 | 2 | 2
O=C(N[C@@H]1CC[C@@H](CCn2cc(-c3ccccc3)nn2)O[C@@H]1CO)c1cnccn1 | . | 3 | 8 | . | . | -22 | 3 | 2 | 3
Cc1ccc(SC(C)C(=O)N2CCCC2)cc1 (stereo not drawn) | -12 | -2 | -2 | -1.6 | 7 | 11 | -2 | -1 | 1
CCC1C/C(=C/c2cccs2)C(=O)/C(=C/c2cccs2)C1 (stereo not drawn) | 19 | -3 | -7 | 0.8 | -7 | -2 | 1 | 1 | 0
CC1CCCCC1NC(=O)CCNC(=O)N1CC(=O)Nc2ccccc21 (stereo not drawn) | -3 | 14 | 1 | -0.7 | 2 | 7 | -2 | 0 | -2
S=C(NCc1ccc(Cl)cc1Cl)Nc1ccccc1 | 5 | 22 | 8 | -1.4 | -15 | 13 | 3 | 13 | -19
COc1ccc(Br)cc1/C=C1\Oc2ccccc2NC1=O | -17 | 6 | -3 | 2.8 | 10 | -7 | -2 | 1 | -1
CC(=O)N(C)c1ccc(NC(=O)Cc2cccs2)cc1 | -16 | -5 | 3 | 4.5 | 5 | -4 | -1 | 0 | 2
COc1cc(/C=C/C(=O)Nc2cc(C(F)(F)F)ccc2Cl)cc(OC)c1OC | -9 | 10 | -7 | 0.0 | -9 | -5 | -9 | 3 | -13
Cc1cc2nc3n(c2cc1C)CC1CC(C(=O)NCC2CC2)N(C)C31 (stereo not drawn) | 42* | 8 | -1 | -1.1 | -19 | -1 | -3 | 0 | 7
CC(C)(C)OC(=O)NCCc1nnc(S(=O)(=O)Cc2ccc(Cl)cc2Cl)o1 | -4 | 10 | -1 | 11 | 4 | 0 | 0 | 3 | 0
O=C(Nc1cccc(OCC(=O)N2CCOCC2)c1)C1CCCCC1 | 11 | -2 | 0 | -1.5 | -5 | 11 | 0 | 1 | -7

Four entries out of the list above, sorted by their value in CHRM4 PAM, smallest number first:
| molecule | CHRM1 antagonist | CHRM5 antagonist | CHRM4 PAM | CRFBP-R2 agonist | M1 PAM | CHRM4 antagonist | M5 ag | CHRM4 agonist |
| --- | --- | --- | --- | --- | --- | --- | --- | --- |
| COc1ccc(OC)c(CNc2ccc3c(c2)nc(C)n3C)c1 | 4 | 7 | -4 | -1.7 | -4 | 0 | -14 | 0 |
| COc1cc(OC)nc(Oc2ccc(N)c(C)c2)n1 | -13 | 3 | 3 | -1.1 | 8 | -8 | -1 | 1 |
| CC(C)(C)C(=O)C[n+]1ccc(C(N)=O)cc1 | -10 | -1 | 6 | -2.2 | 9 | -3 | -2 | -1 |
| C#CCNC(=O)C1=C[C@H](C2CC2)C[C@H](OCCCCO)O1 | 2 | 5 | 11 | -0.2 | 4 | 4 | 5 | 1 |

The list goes on:
SMILES | CHRM1 antagonist | CHRM5 antagonist | CHRM4 PAM | CRFBP-R2 agonist | M1 PAM | CHRM4 antagonist | M5 ag | CHRM4 agonist | M5 PAM
Cc1c(NC(=O)CSc2nccn2C)c(=O)n(-c2ccccc2)n1C | -8 | -5 | 9 | 0.2 | 1 | 9 | 0 | 0 | 4
Cc1ccccc1C(=O)OCCN(C)Cc1ccccc1 | -4 | -7 | -2 | 1.2 | 3 | -6 | -5 | 0 | 1
CC(C)Oc1ccc(CN2CCC2(C)C(=O)NCc2ccc(C(F)(F)F)cc2)cc1 (stereo not drawn) | -6 | -2 | -9 | . | -2 | 5 | -4 | -2 | -7
CCN1CCN(c2nc(Nc3cccc(OC)c3)nc(N)c2[N+](=O)[O-])CC1 | -9 | 7 | 0 | -0.1 | 10 | 2 | -5 | 1 | -2
CNC(=S)NNC(=O)c1ccc(N(C)C)cc1 | 4 | -3 | -7 | 0.0 | -2 | 13 | 5 | -1 | 7
COc1ccccc1CNCc1cccs1 | 2 | 4 | -2 | 0.7 | -8 | 0 | -4 | 1 | 2
O=C(Nc1nnc(C2=COCCO2)o1)c1cccc([N+](=O)[O-])c1 | -3 | 25 | -1 | 1.1 | 6 | 4 | -5 | 1 | -9
COC(=O)C1C(OC)=CC(=O)C2CCCCC21 (stereo not drawn) | -2 | 4 | -3 | -1.6 | 2 | -8 | 5 | 0 | 0
O=C(CSC(=S)N1CCSCC1)c1ccccc1 | 2 | 7 | 9 | -4.6 | 6 | -5 | 0 | 1 | 10
Cc1sc2nc(SCC(=O)NCCCO)n(-c3ccccc3)c(=O)c2c1C | -16 | 8 | -3 | 1.2 | 13 | 2 | 0 | 0 | 0
CCOc1ccccc1C(=O)Oc1cc(C)[nH]c(=O)c1[N+](=O)[O-] | 1 | 3 | -3 | -2.2 | 0 | -6 | 2 | -1 | -6
O=c1c2ccccc2nnn1CSc1ncnc2ccccc12 | -2 | 18 | 4 | -1.9 | 2 | -3 | -5 | 1 | 0
O=C(NN=C1CCCC1)c1ccccc1OCc1ccc(Cl)cc1 | 0 | 2 | 3 | 0.2 | 0 | 3 | 1 | 1 | 2
COc1ccc(NC(=O)COC(=O)C2CCC2)cc1Cl | 0 | -6 | -2 | -1.8 | -5 | 2 | -1 | 1 | 6
COc1ccc(Cc2c(-c3ccc(OC)c(OC)c3)nc3cc(C)c(Br)c(C)n23)c(C)c1 | . | -1 | 7 | . | . | -20 | 6 | 6 | -4
O=C(NC(Cc1ccccc1)C(=O)N1CCN(S(=O)(=O)c2ccccc2)CC1)c1ccccc1 (stereo not drawn) | -8 | 9 | 2 | 6.7 | 8 | -10 | -3 | 9 | -2
Cc1cc(C)c2nc(NCc3ccccc3O)sc2c1 | -4 | 6 | -9 | -2.0 | 3 | -4 | -3 | 4 | -7
CC(C)CC(C(=O)NC1CCCCC1)N(Cc1ccccc1)C(=O)c1snc(C(N)=O)c1N (stereo not drawn) | -18 | 6 | 0 | -0.1 | 18 | -16 | 2 | 1 | 4
Cc1cccc(NC(=O)C2CCCN(C(=O)Nc3ccc(F)cc3)C2)c1C (stereo not drawn) | -6 | 9 | -4 | -0.2 | 7 | -3 | 0 | 1 | 2
O=Cc1c[nH]c2ccc(S(=O)(=O)N3CCCCC3)cc12 | -12 | 5 | -1 | 0.6 | 1 | 1 | 1 | 1 | 0
COc1ccc(/C=C/C(=O)Oc2ccc(/C=N\NC(=O)c3ccc(F)cc3)cc2)cc1 | -8 | 9 | 5 | -2.2 | 10 | 13 | 0 | 1 | -2
CC(C)(C)c1ccc2cc(F)cc(F)c2n1 | -8 | 2 | 3 | . | 6 | -4 | 1 | 0 | -1
N#CC1CCN(c2ncccc2[N+](=O)[O-])CC1 | -5 | -3 | -5 | 0.4 | 1 | 7 | -2 | 0 | 1

Assay outcomes deposited in PubChem by several laboratories.
